# PPC-1+TRAIL kill = compounds killing PPC-1 cancer cells with TRAIL present (potentiator screen, no TRAIL-free arm); 220,000 compounds, 0.41% hits; PPC-1 cells + TRAIL, ATPLite viability luminescence; cell killing (% activity), % at 4 µM;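 active = cell killing above 50% in the first pass at 4 µM, then a duplicate retest at 5 µM averaging 50% or more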;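 note: plate controls were cells with TRAIL plus DMSO for no effect and medium-only wells lacking cells for full effect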
# PGE2 EP2 inh = blocks the human prostaglandin E2 receptor EP2 | P43116 | C6 glioma cells expressing human EP2, cAMP TR-FRET; cells stimulated with saturating PGE2 | inhibition, % at 25 µM | 260,000 compounds, 0.52% hits | AID 1422;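 active = percent inhibition above 40 after rounding to a whole number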;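 note: rat C6 glioma host cells with rolipram phosphodiesterase inhibitor present; the protocol text gives 20 µM as final concentration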
# Target sequence (P43116 whole entry, looked up): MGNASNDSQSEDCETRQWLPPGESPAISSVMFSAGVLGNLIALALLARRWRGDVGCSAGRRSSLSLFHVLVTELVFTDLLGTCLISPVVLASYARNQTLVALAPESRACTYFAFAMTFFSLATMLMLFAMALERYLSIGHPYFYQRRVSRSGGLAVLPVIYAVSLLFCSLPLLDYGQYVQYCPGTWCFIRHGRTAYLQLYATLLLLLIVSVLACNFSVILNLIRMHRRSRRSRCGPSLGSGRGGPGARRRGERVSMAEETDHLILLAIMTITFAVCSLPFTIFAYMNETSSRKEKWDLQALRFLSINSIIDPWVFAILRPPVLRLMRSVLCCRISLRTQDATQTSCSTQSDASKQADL
# EP2 mod = modulators of human EP2 prostaglandin E2 receptor; 260,000 compounds, 0.83% hits; induction, % at 25 µM; P43116; AID 940; EP2-expressing cells, cAMP HTRF FRET, PGE2 co-stimulation;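 active = compounds whose cAMP rise, as percent of the full-agonist control response, exceeds 60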;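 note: rat C6 glioma line stably carrying human EP2 under a CMV promoter; the protocol text gives 20 µM as final concentration; 100% = response of wells given 1 µM PGE2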
# NPY1 pot ag = potentiates or activates human NPY-Y1 receptor; P25929; NPY-Y1 expressing cells, potentiator/agonist activation; activation, % at 3.6 µM; 220,000 compounds, 0.37% hits; in the data active = activation above about 33%, passing the limit was not always enough;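 note: cells stimulated with NPY at EC10 then isoproterenol at EC100; 0% = low agonist plus stimulus and 100% = saturating agonist plus stimulus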
# Target sequence (P25929 whole entry, looked up): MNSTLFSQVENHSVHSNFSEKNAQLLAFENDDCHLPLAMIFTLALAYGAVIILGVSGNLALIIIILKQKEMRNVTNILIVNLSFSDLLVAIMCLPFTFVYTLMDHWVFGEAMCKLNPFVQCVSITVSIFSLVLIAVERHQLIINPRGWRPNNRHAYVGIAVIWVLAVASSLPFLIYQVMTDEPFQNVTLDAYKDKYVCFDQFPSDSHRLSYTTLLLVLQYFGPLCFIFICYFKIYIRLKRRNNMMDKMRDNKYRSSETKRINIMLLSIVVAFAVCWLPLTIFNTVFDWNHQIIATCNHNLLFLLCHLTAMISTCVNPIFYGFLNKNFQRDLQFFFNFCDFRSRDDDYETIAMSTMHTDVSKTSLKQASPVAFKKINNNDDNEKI
# 14-3-3 Bad inh = disrupts binding of bovine 14-3-3 zeta to phospho-Bad peptide. 220,000 compounds, 0.71% hits. inhibition, % at 21.7 µM. P63103. TR-FRET 14-3-3zeta/Dy647-pBad peptide displacement, 1 h;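 active = inhibition above about 70%, limit read from the data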;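 note: 0% = full 14-3-3 plus peptide FRET controls and 100% = background without 14-3-3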
# Target sequence (P63103 whole entry, looked up): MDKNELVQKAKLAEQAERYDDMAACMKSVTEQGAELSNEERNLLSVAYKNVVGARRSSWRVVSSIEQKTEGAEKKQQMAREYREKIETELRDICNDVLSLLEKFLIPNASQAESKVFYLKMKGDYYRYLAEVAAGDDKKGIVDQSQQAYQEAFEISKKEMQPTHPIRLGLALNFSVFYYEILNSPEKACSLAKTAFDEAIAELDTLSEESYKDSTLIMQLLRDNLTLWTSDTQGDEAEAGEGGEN
# CHOP inhibitor = inhibitors of CHOP induction in ER stress response. CHO-K1 CHOP-promoter luciferase, tunicamycin-induced, 15-18 h. inhibition, % at 10 µM. 220,000 compounds, 3.8% hits. AID 2732;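 active = compounds that reduced the stress-induced luciferase reporter signal by more than about 70% of percent inhibition, limit read from the data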;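 note: 0% = tunicamycin plus vehicle and 100% = wells without tunicamycin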
# NPY-Y1 antag = NPY-Y1 (human) receptor antagonism; P25929; HEK293-CNG Y1 cells, membrane potential fluorescence; NPY at EC95, then isoproterenol; inhibition, % at 3.6 µM; 200,000 compounds, 1% hits; AID 1040;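 active = inhibition above the campaign mean inhibition of all tested compounds plus 3 SD, cut at about 20% in these data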;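 note: 0% = DMSO wells given NPY plus isoproterenol and 100% = isoproterenol alone without NPY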
#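 System: HEK293 cells with Y1 receptor plus CNG channel / Probe or stimulus: NPY 25 nM then isoproterenol 1 µM plus Ro 20-1724 25 µM / Compound: one concentration, 3.6 µM, in 0.4% DMSO / Schedule: compound incubation 1 h at room temperature, readout 45 min post-stimulation / Measured by: membrane potential fluorescence / Read-out: % inhibition of NPY effect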
# TRPML3 agonist = activates the human TRPML3 channel | Q8TDD5 | HEK293 TRPML3-YFP, Fluo-8 calcium fluorescence; 100% = the carbachol control signal | activation, % at 3 µM | 220,000 compounds, 0.29% hits | AID 1448;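 active = activation above its plate's cutoff, the mean activation of the plate's test wells plus 3 SD, cut at about 12% in these data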;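 note: 0% = DMSO only wells and 100% = carbachol wells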
#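 Test system – HEK293 line with stable expression of human TRPML3-YFP channel · Control set – carbachol 87 µM final as high control (100%), DMSO as low control (0%) · Signal – Fluo-8 calcium dye fluorescence, ex 470-495, em 515-575 nm · Incubation – 1-h 37 °C dye load, 5-s basal, 120-s post-compound reads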
# zfTRPN1 agonist = zebrafish TRPN1 (NompC) channel agonism; HEK293 zebrafish TRPN1-YFP, Fluo-8 calcium fluorescence; 100% = response to 87 µM carbachol; activation, % at 3 µM; 220,000 compounds, 0.18% hits; AID 1424;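 active = activation above its plate's cutoff, the mean activation of test wells on that plate plus 3 SD, cut at about 19% in these data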;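 note: 0% = DMSO alone and 100% = 87 µM carbachol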
#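 Material: zebrafish TRPN1-YFP in HEK293 cells; Doses: single test compound dose, 3 µM nominal, 0.3% DMSO; Timing: dye loading 1 h at 37 °C, then 30 min room temperature; Technique: intracellular calcium fluorescence with Fluo-8; Benchmarks: high carbachol 87 µM, low DMSO alone.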
# Active calls of the source: *; x = not tested or not shown; & = joins results of further samples; [ ] = dose if it differs, or a comment. Not all compounds are listed, so the mix of outcomes need not match the whole.
Molecule	14-3-3 Bad inh	CHOP inhibitor	zfTRPN1 agonist	TRPML3 agonist	NPY1 pot ag	NPY-Y1 antag	PPC-1+TRAIL kill	EP2 mod	PGE2 EP2 inh
O=C(NC1CCCC1)c1ccc(S(=O)(=O)N2CCOCC2)cc1	5[fluorescence artefact?]	-36	0.9	0.9	13	0	2	1	9
Nc1ccc(-c2cc(-c3ccc(N)cc3)nc(-c3ccccc3)n2)cc1	5	-6	-0.3	-0.2	46*	-8	10	-8	5
CC1CN(CCc2ccccc2)c2nc3c(c(=O)[nH]c(=O)n3C)n2C1 (configuration not stated)	-25	51	-1.8	-0.9	10	8	-4	18	19
Cc1ccc(C)c(CSc2nnc(-c3cccnc3)n2N)c1	4	13	-0.1	-0.5	7	-3	19	10	11
O=C1NC(CCc2ccccc2)C(=O)N1Cc1ccc(Br)cc1 (configuration not stated)	-10	24	1.0	-1.8	1	8	-21	-24	3
CC(C)(C)C(=O)NC(=S)Nc1ccccc1C(N)=O	-24	51	-0.9	0.7	-20	1	3	8	3
COc1ccc(C(C)=O)cc1CSc1nc2cc(Cl)ccc2o1	-13	44	-0.5	0.5	6	5	19	32	22
O=C(CCN1C(=O)C2CC=C(Cl)CC2C1=O)NC1CCCCC1 (configuration not stated)	9	31	2.3	1.0	5	-1	29	-5	8
NC(=O)Cc1nc(-c2ccc([N+](=O)[O-])cc2)cs1	4	3	0.0	0.6	9	-3	6	-14	13
CCN(CC(=O)NCc1ccccc1Cl)CC(=O)Nc1c(F)cccc1F	34	4	-0.9	0.7	11	x	3	20	5
O=C1CCCN1CCCNS(=O)(=O)c1ccc(Cl)c(C(=O)N2CCOCC2)c1	-12[fluorescence artefact?]	1	0.1	0.4	17	1	22	4	4
Cc1nccn1CC(=O)N/N=C/c1ccc(O)c(O)c1	-1	-7	0.4	0.9	3	-4	-8	11	10
CN(C)S(=O)(=O)c1ccc(Cl)c(NC(=O)COC(=O)/C=C/c2ccco2)c1	-5	-18	0.1	0.3	-18	11	6	-14	6
Cn1c([N+](=O)[O-])cnc1COC(N)=O	-3	9	1.4	0.5	-3	2	17	5&4	15&10
OCc1cc(C(O)CNCCCCCCOCCCCc2ccccc2)ccc1O (configuration not stated)	-3	22&15	-2.0	-0.1	78*	-11	10	69*	17&8
Cc1nc2c(-c3ccc(F)cc3)c(C)nn2c(C)c1CCC(=O)N1CCN(c2ccc(F)cc2)CC1	-22	42	1.3	0.4	-3	5	13	-21	13
O=C1NC[C@H](Cc2ccc(O)cc2)N(CCc2cccc3ccccc23)C1=O	-2	-15	x	x	x	x	14	5	23
CCc1ccc(N(CC(=O)O)S(=O)(=O)c2c(C)noc2C)cc1	-6	-13	0.3	1.0	-8	3	-2	-8	11
CCO[C@@H]1OC(C(=O)NCc2ccccc2)=C[C@H](c2csc3ccccc23)[C@H]1CCCO	-5	6	16	5.9	14	-8	4	-19	x
C=CCn1c(C#N)c(N)sc1=N	25[fluorescence artefact?]	32	2.9	0.5	11	-2	-5	-11&26	13&8
Cc1ccc(S(=O)(=O)n2ccc3cccnc32)cc1	5	-5	-0.7	0.8	10	-2	7	0	5
CCC(=O)Nc1sc2c(c1C#N)CC(C)(C)NC2(C)C	-7	29	1.2	0.6	-8	-3	-20	-1	12
CCOCCCn1c(=S)[nH]c2cc3c(cc2c1=O)OCO3	-2	-2	0.0	0.2	12	-2	-2	27	x
COCCn1c(SCCN2CCCCC2)nc2ccccc2c1=O	14	-9	1.2	-0.4	0	-1	15	8	9
CCOC(=O)c1cc2c(nc1N)CC(C)(CC)OC2 (configuration not stated)	9	-16	-0.9	0.5	-8	2	4	6	11
Cc1ccc2[nH]c(C(=O)O)c(NC(=O)CN3CCN(c4cccc(C)c4C)CC3)c2c1	-13[fluorescence artefact?]	18	-2.1	-0.4	22	-2	-4	-17	10
Cn1cc(C(=O)NCc2ccccc2F)cn1	-4[fluorescence artefact?]	-13	-0.3	1.1	11	1	16	2	6
CCc1nccn1S(=O)(=O)c1ccc(Br)cc1Br	-8[fluorescence artefact?]	34	0.0	0.8	9	7	11	-29	11
COC(=O)C1=C(C)N=C2SCCC(=O)N2C1/C=C/c1ccccc1 (configuration not stated)	0	1	-0.4	-1.3	-7	7	18	10	20
C=CCN(CC=C)C(=O)Cn1cnc([N+](=O)[O-])n1	-17	3	0.2	0.7	13	-2	2	-7	7
Cc1ccc(Cn2c(/C=C/c3ccco3)nc3ccccc32)cc1	-4	44	-0.5	-0.1	-19	5	7	55	32
Cc1ccc(-n2[nH]c(C)c(/C=N/N3C(=O)c4cccc5cccc(c45)C3=O)c2=O)cc1	-27	36	1.0	0.9	17	-5	-6	-39	15
COc1ccc(CCNC(=O)CN(C)S(=O)(=O)c2cccc3nsnc23)cc1OC	-7	-23	0.6	-0.1	-10	-1	-8	-24	8
Cc1ccc(NC(=S)C2=C(O)c3sccc3N(C)S2(=O)=O)cc1	16	34	-0.7	0.4	11	4	38	-15	17
COc1ccccc1-n1cc(CN2CCN(C3CCCCC3)C(CCO)C2)cn1 (configuration not stated)	-11	-3	-1.7	0.1	4	2	11	16	5
COC(=O)c1ccccc1NC(=O)CN(Cc1ccc(Cl)cc1)S(C)(=O)=O	4	25	-0.4	-0.1	-2	11	7	29	9
CCSc1nnc(NC(=O)C(CC)Oc2ccccc2)s1 (configuration not stated)	10	49	-0.5	1.0	-6	-1	10	24	4
Cc1ccc(-n2ncc3c(N4CCCC4)ncnc32)c(C)c1	-2	-23	-0.5	0.4	16	1	x	16	5
Cc1cc(C(=O)N/N=C/c2cc(Cl)cc([N+](=O)[O-])c2O)c2ccccc2n1	16	23	0.9	0.4	0	-1	7	-18	6
COc1ccc(-n2c(SC3CCOC3=O)nc3ccccc32)cc1 (configuration not stated)	-17	14	-1.4	1.0	9	-5	30	54	14
CC(C)[C@H](NC(=O)c1ccccc1Cl)C(=O)OCc1cc(=O)n2cc(Br)ccc2n1	-12	14	1.7	1.2	-3	14	8	21	14
COc1ccc(-c2nnc(SCCC(=O)O)n2-c2ccccc2)cc1	x	-16	0.7	1.3	-11	0	0	-13	9
COc1ccc(-c2noc(-c3ccccc3-c3ccccc3)n2)cc1OC	6	-9	-0.7	-0.4	-61	12	16	77*	x
Cc1ccc2nc(C)cc(Cl)c2c1	-7	-6	0.5	1.1	14	1	-29	11	8
CCC(c1nnnn1CCOC)N1CCN(C(=O)c2ccco2)CC1 (configuration not stated)	41	22	0.8	1.2	5	-1	2	30	12
COc1ccc(N2CCN(C(=O)CC3NC4CCCCC4NC3=O)CC2)cc1 (configuration not stated)	-6	33	0.0	0.5	3	0	5	14	4
O=C(Nc1cccn2ncnc12)c1ccc(Cl)cc1Cl	-4	-4	0.2	0.2	-15	-5	2	6	3
O=C(OCC(=O)N1CCCC1)c1ccc(S(=O)(=O)N2CCOCC2)cc1	3	1	1.0	0.8	10	-6	3	19	7
O=C(CSc1nc2ccccc2s1)Nc1ccc(Cl)c(S(=O)(=O)N2CCOCC2)c1	-19[fluorescence artefact?]	19	4.4	2.1	9	3	1	-17	5
CCOC(=O)c1c(NC(=O)C2COc3ccccc3O2)sc(C(C)=O)c1C (configuration not stated)	-15[fluorescence artefact?]	46	-1.6	1.4	11	-1	19	14	22
O=C(Nc1ccccc1F)c1ccc(Cn2cc(Br)cn2)cc1	-6	11	1.1	0.7	-3	-2	13	-13	5
Cc1ccc(CSCCNC(=O)c2ccc(NS(C)(=O)=O)cc2)cc1	-12	8	-1.6	-0.4	16	-1	-23	-10	5
Cc1cc(N)n2ncc(-c3cccc(Br)c3)c2n1	1	29	-0.1	0.1	27	-5	8	-29	10
O=[N+]([O-])c1ccccc1S(=O)(=O)N1CCN(Cc2ccc3c(c2)OCO3)CC1	18	9	1.1	0.9	-2	3	4	-13	3
CCOc1ccc(N2C(=O)S/C(=C\c3cccn3C)C2=O)cc1	-12[fluorescence artefact?]	24	-0.5	0.8	3	0	11	-17	5
CCOC(=O)c1sc(NC(=O)CSc2nc3c(c(=O)n2-c2ccc(F)cc2)SCC3)c(C(=O)OCC)c1C	-1	-1	-0.3	0.4	-7	4	-4	21	10
CCN1CCN(C(=S)Nc2ccc3nc(N4CCN(C)CC4)cc(C)c3c2)CC1	-5	16	-0.7	0.0	-11	8	-18	20	6
COc1ccccc1CNC(=O)C1CCC(CNc2c(N3CCC(C)CC3)c(=O)c2=O)CC1 (configuration not stated)	-1	1	0.5	0.6	4	x	6	17	2
O=C(NNC(=O)C12CC3CC(CC(C3)C1)C2)c1ccccn1	0	37	-0.1	1.1	18	x	-6	19	8
CCOC(CNC(=O)c1ccc(N2CCc3ccccc32)c([N+](=O)[O-])c1)OCC	-2[fluorescence artefact?]	37	-0.2	0.5	-3	8	23	-39	9

# (further entries)
Molecule	14-3-3 Bad inh	CHOP inhibitor	zfTRPN1 agonist	TRPML3 agonist	NPY1 pot ag	NPY-Y1 antag	PPC-1+TRAIL kill	EP2 mod	PGE2 EP2 inh
CC1CCCN(c2ccc(C(=O)NCc3cccs3)cn2)C1 (configuration not stated)	1	8	0.0	-0.6	-13	-1	24	-11	4
CC1(C)CC(=O)C2=C(C1)OC(c1ccncc1)C(C#N)=C2N (configuration not stated)	1	3	0.7	0.4	-4	10	-8	3	7
CCN(CC)C(=O)CSc1nnc(CCCCCNC(=O)OC(C)(C)C)o1	2	-19	1.6	-1.3	2	-4	18	33	5
O=S1(=O)CCC(NC(=S)SCc2ccccc2Br)C1 (configuration not stated)	-6	7	0.6	1.0	4	6	17	-69	13
C#CCOCCOCCOCCNc1nc(N2CCN(C(=O)[C@H]([C@@H](C)CC)n3cc([C@@H](N)CC(C)C)nn3)CC2)nc(N2CCN(C(=O)[C@H](CCCCN)n3cc([C@@H](N)CC(C)C)nn3)CC2)n1	28	31	1.2	0.2	2	0	7	25	9
COC(=O)c1ccc(CSc2nc(-c3ccc(OC)cc3)nc3c2c(=O)n(C)c(=O)n3C)o1	x	x	1.4	0.3	-9	4	x	x	x
